Assay outcomes: PubChem, Fisher Drug Discovery Resource Center
mcGAS RapidFire – inhibitors of Mus musculus cyclic GMP-AMP synthase, initial high-throughput assay, cell-free, RapidFire MS; inhibition, % at 12.5 µM; Q8C6L5; 130,000 compounds, 0.18% hits; recombinant mouse cGAS, cGAMP by RapidFire MS; AID 1259397, 2018;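 active means inhibition of cGAS enzyme activity at or above 60%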;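 further: enzyme stimulated by 45 bp dsDNA with ATP and GTP substrates; cGAMP share of summed cGAMP plus half ATP and half GTP signals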
Target sequence (Q8C6L5 whole entry, looked up): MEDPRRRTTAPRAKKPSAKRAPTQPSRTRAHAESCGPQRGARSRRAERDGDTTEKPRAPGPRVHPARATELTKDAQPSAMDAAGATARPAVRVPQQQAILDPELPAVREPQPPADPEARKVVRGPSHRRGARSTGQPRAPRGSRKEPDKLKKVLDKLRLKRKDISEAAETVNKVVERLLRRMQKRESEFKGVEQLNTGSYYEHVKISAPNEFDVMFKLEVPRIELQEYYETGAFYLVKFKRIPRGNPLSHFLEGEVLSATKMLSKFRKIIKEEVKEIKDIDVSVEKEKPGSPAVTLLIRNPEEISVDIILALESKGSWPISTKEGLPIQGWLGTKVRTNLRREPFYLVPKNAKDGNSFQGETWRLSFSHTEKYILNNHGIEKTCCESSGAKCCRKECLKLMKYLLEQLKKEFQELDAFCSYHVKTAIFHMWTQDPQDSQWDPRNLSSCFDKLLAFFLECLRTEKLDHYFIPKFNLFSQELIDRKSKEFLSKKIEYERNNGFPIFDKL
* hit, by the source's call; & = joins results of further samples. These rows are one share of the data. The share of hits here may be higher or lower than overall.

canonical_smiles | mcGAS RapidFire
Cc1nc(-c2ccccc2)sc1CC(=O)Nc1ccc(Cl)nc1 | -7
CC(=O)Nc1nc(C(=O)NC2CCCc3ccccc32)cs1 (stereo unspecified) | 5
CN(C(=O)c1ccc(NC2CC2)nc1)C1Cc2ccccc2C1 | -18
O=C(CCc1ccc2c(c1)OCO2)N[C@@H]1c2ccccc2C2(CCNCC2)[C@H]1O | -37
Cc1csc(-c2ccc(C(=O)NC(C)(C)c3ccc4c(c3)OCO4)cc2)n1 | -9
CCN(C(=O)c1ccc(C#N)cc1)C(C)C(=O)Nc1ccc(C)cc1 (stereo unspecified) | -17&-6
CCc1noc(CN(CC)C(=O)CC2C(=O)Nc3cc(C)cc(C)c32)n1 (stereo unspecified) | -14
CC(C)(C(=O)N1CCC(C(N)=O)CC1)c1cccc(C(F)(F)F)c1 | 18
O=C(N[C@@H]1CCCC[C@H]1N1CCOCC1)c1csc(=Nc2ccccc2)n1Cc1cccs1 | -2
O=C(CCc1ccccc1)Nc1ccnn1C1CCN(Cc2nccs2)CC1 | -1
Nc1cc(C(F)(F)F)ccc1Oc1ccc(Br)cc1 | -8
CNC(=O)c1ccc(CN(C)Cn2cc(C)n(-c3ccc(Cl)cc3)c2=O)cc1 | 9
CSc1nccc(-c2c(C)cc(C)cc2C)n1 | -8
COc1ccc(CNC(=O)c2sc(=O)n(Cc3c(C)noc3C)c2C)cc1OC | -9
Cc1ccc(-c2nccs2)c(-n2cccn2)c1 | -10
CN1C(=S)Cc2cc(Br)ccc21 | -3
COCCN1C(=O)COCc2cc(-c3cc(F)cc(Cl)c3)ccc21 | 3
CCN1CCCC1CNC(=O)CCC1CCN(C2Cc3ccccc3C2)CC1 (stereo unspecified) | -7
COC(=O)c1c(C)[nH]c(C(=O)C(C)OC(=O)C2CCC2)c1C (stereo unspecified) | -2
Cc1cc(OCC(=O)NNC(=O)C2COc3ccccc3O2)cc(C)c1Cl (stereo unspecified) | -7
Cc1ccc(C(C)NC(=O)CN2CCC(O)(CN3CCCC3)CC2)cc1 (stereo unspecified) | -4
CCCCOc1ccc(S(=O)(=O)NC(=O)C2(C)CCN2C(=O)C2CCCCC2)cc1 (stereo unspecified) | -9
Cc1cc(C2CCCCC2)n(O)c(=O)c1 | -3&0&2
CCS(=O)(=O)c1ccc(NC(=O)CC(NC(C)=O)c2ccccc2)cc1 (stereo unspecified) | -2
CCOc1ccc(C(c2c(O)cc(C)n(CC)c2=O)N2CCN(c3ccccc3)CC2)cc1 (stereo unspecified) | 5

Laid out differently: entries from further up
> CCS(=O)(=O)c1ccc(NC(=O)CC(NC(C)=O)c2ccccc2)cc1 (stereo unspecified)
  mcGAS RapidFire: -2
> CCOc1ccc(C(c2c(O)cc(C)n(CC)c2=O)N2CCN(c3ccccc3)CC2)cc1 (stereo unspecified)
  mcGAS RapidFire: 5

(listing goes on)
canonical_smiles | mcGAS RapidFire
CC(C)(C)CC(=O)NCCN1CCn2cc(OCc3ccccc3)c(=O)cc2C1=O | -7
COC(=O)c1ccc(OCCCCOc2ccccc2OC)cc1 | -6
CSCC(C)NCCCc1nc2ccc(F)cc2[nH]1 (stereo unspecified) | 3
COc1cc(Cl)ccc1C(=O)NC1CCc2cnn(C(C)C)c2C1 (stereo unspecified) | -9
CC(C)CCN(CC(=O)N1CCNC1=O)C1CC1 | -6
CC(C)NC(=O)c1nc(Cn2c(C(F)F)nc3ccccc32)no1 | -7
N#CCSCC(=O)Nc1ccc(C#N)cc1 | -13
Cc1oc2nc[nH]c(=O)c2c1C(=O)OC(C)C(=O)NC1CCCC1 (stereo unspecified) | -5
Cc1ccccc1C(=O)NCC1CN(c2cccc(Cl)c2)C(=O)O1 (stereo unspecified) | -17
COc1ccc(CNC(=O)Cn2nc(C(F)(F)F)c(Br)c2C)cc1 | -4
O=C(Cn1c(C(F)(F)F)nc2ccccc21)Nc1ccc2c(c1)CCC(=O)N2 | -1
CCc1ccc(Cl)c(CC)c1NC(=O)c1ccc(=O)n(C)n1 | 12
C=C1C(C(=O)NCC2CCCO2)C1C(=O)NCC1CCCO1 (stereo unspecified) | -3
COC(=O)c1cnn(-c2nc(OC)cc(OC)n2)c1C | -4
COc1ccc(CN(C)C(=O)NCC2CC=CCC2)cc1 (stereo unspecified) | -4
O=C(CSc1ncnc2sccc12)NNC(=O)c1cccs1 | -6
COc1cc(C=NCC2(N3CCCCC3)CCCCC2)ccc1OCC#N | -1
O=S(=O)(Nc1cccc(N2CCC(NCc3ccncc3)CC2)c1)c1ccc(F)cc1 | -6
CC1(C)CC2C1CC[C@]1(C)CCC3C(C(=O)O)CC(=O)O[C@@]32C1 (stereo partly specified) | -7
COc1ncc(C(=O)N2CCC(O)(c3ccc(C)cn3)CC2)cn1 | -16
CC(=O)c1cc(CN2CCc3ccc(NC(=O)C4CCCO4)cc3C2)cs1 (stereo unspecified) | 3
Cc1nnc(C(C)N2CCN(C(=O)c3cccc4ccccc34)CC2)o1 (stereo unspecified) | 3
Cc1oc(-c2ccccc2Cl)cc1C(=O)N1CCNC(=O)CC1 | -6
CC(C)NC(=O)c1nnc2n1CCN(Cc1ccc3ccccc3c1)C2 | 7
Cc1cc(Br)ccc1NS(=O)(=O)c1cnc[nH]1 | -9

Next section (4 carried over from the part before).
canonical_smiles | mcGAS RapidFire
Cc1nnc(C(C)N2CCN(C(=O)c3cccc4ccccc34)CC2)o1 (stereo unspecified) | 3
Cc1oc(-c2ccccc2Cl)cc1C(=O)N1CCNC(=O)CC1 | -6
CC(C)NC(=O)c1nnc2n1CCN(Cc1ccc3ccccc3c1)C2 | 7
Cc1cc(Br)ccc1NS(=O)(=O)c1cnc[nH]1 | -9
CN1CCC(CNC(=O)CCSc2ccc3c(c2)OCCO3)C1 (stereo unspecified) | -9
Cc1nn(C)c(C)c1C(C)NC(=O)CSc1nnc(N)s1 (stereo unspecified) | -3
Cc1ccc(OCC(=O)N2CCN(C(=O)c3cccs3)CC2)cc1 | -3
COc1ccc(-c2cc3ccccc3n2CC(O)CNCCO)cc1 (stereo unspecified) | -10
Cc1c(C(=O)NCc2cccc3ccccc23)sc(=O)n1Cc1ccccn1 | -1
CCCn1c(=O)n(CC(=O)N2CCCCCC2c2cccn2C)c2ccccc21 (stereo unspecified) | -9
COc1ccc(N2CCN(C(=O)C3CC=CCC3C(=O)NCCc3ccc(F)cc3)CC2)cc1 (stereo unspecified) | -2
CC1CCCCC1NC(=O)CSc1nncs1 (stereo unspecified) | -5
CSc1ccc(CN2CCC2(C)C(=O)Nc2ccc3c(c2)CCN3C(C)=O)cc1 (stereo unspecified) | -5
CSCCSc1nnnn1-c1ccc(O)cc1 | -7
CCc1nc(C)sc1CNC(=O)CCc1nc(-c2ccccc2C)no1 | 6
COc1cc(-c2ccc(-n3cccn3)cc2)cc(OC)c1OC | -30
Cc1cn2c3c(=O)n(CCN4CCOCC4)c(=O)n(C)c3nc2n1CC1CCCO1 (stereo unspecified) | 6
CCCc1nc(CN(C)C(=O)c2ccc3sc(N)nc3c2)no1 | -24
CON(C)C(=O)c1cc(C)n(C(C)(C)C)n1 | -1
CN(Cc1ccccc1)C(=O)[C@H](Cc1ccc2ccccc2c1)NC(=O)[C@@H]1CCCN1C(=O)Nc1ccccc1[N+](=O)[O-] | -8
COc1ccc2nc(CNC(=O)c3ccc(C4CCCO4)s3)[nH]c2c1 (stereo unspecified) | -15
CC1CN(Cc2nc3c(F)cccc3[nH]2)CCN1Cc1nccn1C (stereo unspecified) | -9
O=c1c2cnc3nc(-c4ccccc4)nn3c2ccn1CCN1CCOCC1 | -1
COC1CCN(C(=O)c2cn(Cc3ccccc3Cl)nn2)CC1 | -11
Cc1cc(CN(C)Cc2nc3ccc(F)cc3[nH]2)n[nH]1 | -11
Cc1cc(NC(=O)CCc2c(C)nn(-c3nc(C)c(C)c(=O)[nH]3)c2C)no1 | -2
CC(=O)N(C)Cc1cccc(Nc2cc(C)nc(-c3ccccn3)n2)c1 | -2
COCc1cc(N2CCC(NC(=O)C(C)C)CC2)nc(C(C)(C)C)n1 | -8
S=c1nc(/C=C/c2ccccc2)[nH]n1CN1CCCC1c1cccnc1 (stereo unspecified) | -6
O=C(NCC1CCCN(Cc2nc3ccccc3s2)C1)c1n[nH]c2ccccc12 (stereo unspecified) | -12
CONC(=O)c1cc(C(C)C)ccc1O | 14
COCC1(C(=O)N2CCN(CCc3ccncc3)CC2)CCC1 | -15
Cc1nc2nc(=S)[nH]n2c(C)c1CCC(=O)NCC(c1ccc(F)cc1)N1CCOCC1 (stereo unspecified) | -5
Cn1nnnc1N1CCC(NC(=O)/C=C/c2c(F)cccc2F)CC1 | -5
CC(C)(C)n1nc2c(c1NC(=O)c1ccc(Br)o1)CS(=O)(=O)C2 | -7
O=c1ccc(-c2ccco2)nn1Cc1cccnc1 | -9
COc1ccc(NC(=O)COCc2nc3ccccc3s2)cc1S(=O)(=O)N1CCCCC1 | 5
CCCCNC(=O)C1(C)CCN1Cc1ccc2c(c1)OCCO2 (stereo unspecified) | -6
C[C@H]1CC2C([C@@H](O)C[C@@]3(C)C2CC[C@]3(O)C(=O)CO)[C@@]2(C)C=CC(=O)C=C12 (stereo partly specified) | -8
Cc1ccccc1Cn1c(N2CCN(Cc3ccccc3)CC2)nc2c1c(=O)[nH]c(=O)n2C | -8
CCOCCn1c(=O)c2c(nc3n(CCOCC)c(C)c(C)n23)n(C)c1=O | -2
CN(C)S(=O)(=O)NCC1CC(=O)N(c2ccccc2)C1 (stereo unspecified) | -14
CCCC(=O)Nc1sc2c(c1C(N)=O)CCC2 | 1
CCOc1ccccc1NC(=O)c1cc(Cl)cc(Cl)c1 | -16
Cc1cccc(-c2ccc(NC(=O)C3CCN(C(=O)CCc4cnn(C)c4)CC3)cc2)c1 | -8&-2
Cc1ccc2nc(C)c(NC(=O)Cc3ccccc3)c(=O)n2c1 | 2
Cc1[nH]c2ccccc2c1C(=O)NCCc1ccccc1 | -18
Cc1nc(NC(=O)C2=NN(Cc3ccccc3)C(=O)CC2)sc1C | -8
OCCC1CN(Cc2cccn2-c2cccnc2)CCN1Cc1ccccc1F (stereo unspecified) | -3
CCc1nc(C)sc1C(=O)N1CCC(Cc2cccc(C(N)=O)c2)C1 (stereo unspecified) | -16
NCCc1csc2nc(-c3ccccc3F)nn12 | -37
C=C(Br)CN1C[C@H](O)C[C@H]1C(=O)OC | -15
CCCS(=O)(=O)NC(=O)c1cc2c(C(C)C)nn(C)c2s1 | -9
CS(=O)(=O)c1ccc(NC(=O)CCc2ccsc2)cc1 | -18

(further entries)
| compound | mcGAS RapidFire |
| --- | --- |
| O=C1NCCN1CCn1ccnc1-c1ccc(-c2ccccc2Cl)o1 | -10 |
| Cc1occc1C(=O)N1CCCC(N2CCN(Cc3ccc4c(c3)OCO4)CC2)C1 (stereo unspecified) | -8 |
| O=S1(=O)N=C(Nc2cc(C(F)(F)F)ccc2Cl)c2ccccc21 | -13 |
| COc1cc(S(=O)(=O)N2CCCC2)ccc1Br | -7 |
| Cc1cccnc1C(=O)N1CCC(c2cc(Cc3ccccc3)[nH]n2)CC1 | -24 |
| COc1ccc(CN2CCNC(=O)C2CC(=O)N(C)Cc2ccon2)cc1OC (stereo unspecified) | -15 |
| O=[N+]([O-])c1cccc2cn[nH]c12 | -6&-6&-1 |
| Nc1nonc1-c1noc(COc2ccc(Cl)cc2)n1 | -7 |
| CNC(=O)Cc1ccccc1NC(=O)c1cc(C)cc(C)c1 | -17 |
| C=CCN1C(=O)/C(=C\c2ccc(OCC)cc2O)SC1=S | 0 |

Looked up one by one from above (2):
| compound | mcGAS RapidFire |
| --- | --- |
| Cc1cccnc1C(=O)N1CCC(c2cc(Cc3ccccc3)[nH]n2)CC1 | -24 |
| O=[N+]([O-])c1cccc2cn[nH]c12 | -6&-6&-1 |

(cont.)
| compound | mcGAS RapidFire |
| --- | --- |
| OCC1(Cc2ccc(Cl)cc2)CCN(Cc2cccc3c2OCO3)CC1 | -6 |
| C=C(C)Cn1c(N)nc2c1c(=O)[nH]c(=O)n2C | -4 |
| Cc1nc2ncccn2c1C(=O)NCc1cnn(Cc2ccccc2)c1 | -16 |
| Cn1c(Cc2csc(N)n2)n[nH]c1=S | -7 |
| CCc1ccc(-c2noc(CSc3nnnn3C)n2)cc1 | -6 |
| COCCN1CCN(Cc2noc(-c3ccc(OC)cc3)n2)CC1C (stereo unspecified) | -15 |
| CCCc1c(O)c2ccccc2n(-c2ccccc2)c1=O | -3 |
| Cc1nc2sc(C(=O)N3CCOC(CCCC(C)C)C3)c(C)c2c(=O)[nH]1 (stereo unspecified) | -8 |
| CC1=CC[C@@H]2CN(C(=O)c3ccc(-c4ncn[nH]4)cc3)C[C@@H]2C1 | -13 |
| CNc1nc(N)c([N+](=O)[O-])c(NC2CCCCC2)n1 | 8 |
| NC(N)=NCc1ccc(Cl)cc1Cl | -2 |
| CC1c2cccn2CCN1C(=O)c1cc(CN2CCC(O)CC2)on1 (stereo unspecified) | 2 |
| Cc1ccccc1CN1C(=O)C(C)Sc2ccc(S(C)(=O)=O)cc21 (stereo unspecified) | -6 |
| CC1(C(=O)Nc2ccccc2F)CCN1Cc1ccccc1Cl (stereo unspecified) | -6 |
| CCCCCCn1c(N2CCN(Cc3ccc(Cl)cc3)CC2)nc2c1c(=O)[nH]c(=O)n2C | -1 |
| CCC(=O)Nc1cccc(C(=O)NCc2nc(Cc3cccs3)no2)c1 | -18 |
| CN1CCN(NS(=O)(=O)c2ccc(Cl)cc2)CC1 | -12&-9 |
| COCCCNc1nc2nonc2nc1N1CCN(C2C3CC4CC(C3)CC2C4)CC1 (stereo unspecified) | -9 |
| O=C(NCc1ccncc1)c1cnc(N2CCN(Cc3ccccc3)C2=O)o1 | -6 |
| CCC(=O)NC(NC(=S)Nc1cccc(C(=O)O)c1)C(Cl)(Cl)Cl (stereo unspecified) | 4 |
| CN(CCn1ccc2ccccc21)Cc1ccc(CO)o1 | -27 |
| Cc1ncoc1C(=O)NC1CCCc2c1cnn2-c1ccc(F)cc1F (stereo unspecified) | -3 |
| CCCCn1c(N)c(N(Cc2ccco2)C(=O)C2CCCC2)c(=O)[nH]c1=O | -9 |
| Cc1ccc(CC(=O)NCc2ccc(OC(C)C)nc2)cc1 | 2 |
